PAFAH2 inh: inhibitors of human PAFAH2; actives 0.99% (n = 340,000); recombinant PAFAH2, FP-rhodamine activity probe, fluorescence polarization; inhibition, % at 3.39 µM; Q99487;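 active = inhibition above the mean over all tested compounds plus 3 SD, cut at about 30% in these data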;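 note: inhibitors block probe labeling of enzyme so polarization drops; 0% = enzyme with DMSO and 100% = wells lacking PAFAH2 protein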
pPAFAH FP inh: pPAFAH (human) enzyme inhibition; Q13093; actives 1.5% (n = 330,000); inhibition, % at 3.39 µM; recombinant pPAFAH, FP-rhodamine probe fluorescence polarization;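 active = inhibition above the mean inhibition across the screen plus 3 SD, cut at about 25% in these data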;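 note: inhibitors block binding of the rhodamine activity-based probe so polarization drops; 0% = enzyme with DMSO and 100% = wells lacking pPAFAH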
LYPLA1 inh: counter-screen for PME1 inhibitors: inhibitors of human LYPLA1. inhibition, % at 5.9 µM. recombinant LYPLA1, FP-Rh probe fluorescence polarization. actives 0.16% (n = 320,000);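 active = inhibition above the mean of all tested compounds plus 3 SD, set per campaign, cut at about 14% in these data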;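 note: inhibitors block serine hydrolase probe labeling of LYPLA1 so polarization falls; 0% = enzyme with DMSO and 100% = wells lacking LYPLA1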
Target sequence (O75608 whole entry, looked up): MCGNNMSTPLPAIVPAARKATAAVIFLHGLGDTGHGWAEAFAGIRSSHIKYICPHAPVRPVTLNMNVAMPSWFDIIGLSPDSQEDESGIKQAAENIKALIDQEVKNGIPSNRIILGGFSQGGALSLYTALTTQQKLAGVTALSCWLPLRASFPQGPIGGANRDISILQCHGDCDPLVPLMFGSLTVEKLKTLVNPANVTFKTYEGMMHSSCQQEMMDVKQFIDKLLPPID
PME-1 primary: blocks human protein phosphatase methylesterase 1; inhibition, % at 5.9 µM; actives 0.53% (n = 320,000); recombinant PME-1, FP-Rh probe fluorescence polarization;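 active = inhibition above the campaign mean of all compounds plus 3 SD, cut at about 26% in these data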;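 note: competitive labeling of PME-1 active site by serine hydrolase directed probe; 0% = PME-1 with DMSO and 100% = wells lacking PME-1 enzyme; inhibitors block probe labeling so polarization falls and inhibition rises; many of its hits are not listed in these tables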
GSTO1 counter: blocks human GSTO1 in RBBP9 counter-screen. inhibition, % at 5.96 µM. actives 1.1% (n = 300,000). recombinant GSTO1, activity-based probe fluorescence polarization. P78417;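 active = inhibition above the campaign mean inhibition plus 3 SD, cut at about 35% in these data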;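 note: 0% = GSTO1-1 with DMSO and 100% = wells lacking GSTO1-1 enzyme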
Target sequence (P78417 whole entry, looked up): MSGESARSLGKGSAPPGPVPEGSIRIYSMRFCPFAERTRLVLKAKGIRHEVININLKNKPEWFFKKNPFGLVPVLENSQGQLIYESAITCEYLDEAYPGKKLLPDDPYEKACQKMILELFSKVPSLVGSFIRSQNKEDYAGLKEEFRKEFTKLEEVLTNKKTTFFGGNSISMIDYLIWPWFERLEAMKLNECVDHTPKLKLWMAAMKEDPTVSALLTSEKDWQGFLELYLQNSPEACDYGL
Fam108B counter: blocks mouse Fam108B hydrolase in RBBP9 counter-screen | actives 0.33% (n = 300,000) | inhibition, % at 9.51 µM | recombinant Fam108B, FP-Rh probe fluorescence polarization | AID 1947;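 active = inhibition above the screen mean inhibition plus 3 SD, computed separately per campaign, cut at about 18% in these data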;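 note: inhibitors lower polarization as less probe binds the enzyme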
PAFAH1B3 FP inh: inhibitors of human PAFAH1B3; Q15102; recombinant PAFAH1B3, FP-rhodamine probe, fluorescence polarization; inhibition, % at 3.39 µM; actives 0.28% (n = 340,000);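 active = inhibition above the screen-wide average of all tested compounds plus 3 SD, cut at about 25% in these data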;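 note: 0% = enzyme with DMSO only and 100% = wells lacking PAFAH1B3 protein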
PAD4 inh: PAD4 (human) enzyme inhibition; recombinant PAD4, RCA probe fluorescence polarization; inhibition, % at 6.36 µM; actives 0.41% (n = 330,000); AID 485272; Q9UM07;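 active = percent inhibition above a cutoff equal to the mean of all tested compounds plus 3 SD, cut at about 15% in these data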;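 note: 0% = PAD4 with RCA probe and DMSO and 100% = probe without PAD4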
PAFAH1B2 inh: inhibitors of human PAFAH1B2. P68402. recombinant PAFAH1B2, FP-rhodamine activity probe, fluorescence polarization. inhibition, % at 3.39 µM. actives 1.2% (n = 340,000);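 active = inhibition above the mean of all tested compounds plus 3 SD, cut at about 24% in these data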;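 note: 0% = enzyme with DMSO and 100% = wells lacking PAFAH1B2; many of its hits are not listed in these tables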
Target sequence (P68402 whole entry, looked up): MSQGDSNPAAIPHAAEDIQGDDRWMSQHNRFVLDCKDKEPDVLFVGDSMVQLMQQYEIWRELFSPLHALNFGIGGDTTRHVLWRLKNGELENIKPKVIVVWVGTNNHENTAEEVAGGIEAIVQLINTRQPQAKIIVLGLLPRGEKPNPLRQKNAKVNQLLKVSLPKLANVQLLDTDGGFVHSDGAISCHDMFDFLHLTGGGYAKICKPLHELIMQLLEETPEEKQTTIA
* hit, by the source's call; / = not tested or not shown.

SMILES	Fam108B counter	PAFAH1B3 FP inh	GSTO1 counter	LYPLA1 inh	PAFAH2 inh	PAFAH1B2 inh	PME-1 primary	pPAFAH FP inh	PAD4 inh
CO/N=C/Cc1c([N+](=O)[O-])c(C)nn1C	-3.4	0.6	5.8	-2.5	0.9	-1.6	-4.1	5.5	-1.0
COc1ccccc1C1(O)CCN(CC(=O)Nc2c(C)nn(C)c2C)CC1	-4.8	4.0	10.1	-0.1	6.6	7.0	-7.9	0.2	7.5
COc1ccccc1C(=O)COC(=O)Cn1[nH]c(=O)c2ccccc2c1=O	1.4	5.0	-5.9	0.3	-3.0	-1.3	-4.5	-1.4	-6.9
O=C(COC(=O)c1cc([N+](=O)[O-])ccc1NCCO)c1ccc(Cl)cc1	-7.2	4.4	9.2	-1.3	-2.0	0.9	3.4	4.5	-4.2
CCOC(=O)N1CCC(c2cc(=O)n3[nH]cc(C(=O)OC)c3n2)CC1	1.3	1.8	9.2	3.0	-2.1	-0.4	-0.4	-1.6	0.7
CSCCC(NS(=O)(=O)/C=C/c1ccccc1)C(=O)O (centres undefined)	4.3	4.4	-0.9	-2.7	-0.3	1.4	7.2	-1.0	3.1
NC(=Nc1ccccc1)Nc1ccccc1	2.6	13.5	4.4	-2.9	4.3	5.4	-6.2	5.6	-0.7
CCc1ccc(C(=O)NNC(=O)C2CC(=O)N(Cc3ccccc3)C2)cc1 (centres undefined)	2.3	6.0	-10.8	1.7	6.1	0.7	-4.8	4.7	1.4
CN(Cc1nc(-c2ccc(Cl)cc2)no1)C(=O)c1ccc2c(c1)OCO2	0.7	10.7	4.3	13.3	6.2	-0.1	3.6	3.1	-0.8
COc1ccc(CNC(=O)CCCCCNc2nc(=S)[nH]c3ccccc23)cc1	-3.0	5.5	1.4	0.6	1.5	6.7	2.7	0.3	-2.3
OCCCc1cn(Cc2ccccc2)c2ccccc12	-5.8	3.5	9.2	2.2	6.4	4.8	-2.4	4.5	-9.4
CNc1nc(N)c([N+](=O)[O-])c(Nc2cccc(Cl)c2)n1	-8.6	/	-1.4	0.8	/	/	1.7	0.2	1.4
Cc1nc(CNS(=O)(=O)c2cccc(F)c2)cs1	4.7	1.2	5.7	-2.1	9.4	-3.6	2.1	4.8	-0.1
C=CCNC(=S)N1CCC(C(=O)c2ccc(C)cc2)CC1	2.0	12.3	2.8	2.0	-2.6	1.1	-2.0	3.0	3.7
CC1=CC(C)[C@H](/C=N/n2c(=O)[nH]c3c([nH]c4ccc(C)cc43)c2=O)C(C)C1 (some centres undefined)	4.6	0.4	3.5	-1.8	-7.2	-1.3	3.1	-2.0	6.7
Cc1c(NS(=O)(=O)c2cccs2)cccc1-c1nc2cccnc2s1	0.8	2.2	-7.9	-2.7	-6.7	1.0	4.0	14.9	-4.2
COc1cccc(N2C(=O)Nc3ccc(Br)cc3C2(O)C(=O)NCCCOC(C)C)c1 (centres undefined)	-1.1	3.3	2.4	-4.4	-4.9	4.3	-0.4	-1.8	3.3
CN1CCc2nc3sc(C(=O)NCc4ccccc4)c(N)c3cc2C1	4.5	2.7	7.8	-4.5	5.8	5.2	0.4	11.0	-2.8
Cc1cc(NC(=O)COC(=O)C2CC(=O)N(c3cccc(Cl)c3)C2)no1 (centres undefined)	-0.4	1.2	7.8	-0.2	-12.8	1.9	-11.5	3.4	6.3
Cc1c(C)c2ccc(OCC(=O)NC(Cc3c[nH]c4ccc(O)cc34)C(=O)O)c(C)c2oc1=O (centres undefined)	-0.8	12.1	3.4	-1.9	7.2	7.9	-7.5	-2.5	-0.6
C/C(CC(=O)Nc1ccc2c(c1)OCCO2)=N\NC(=O)COc1ccc(Cl)c(C)c1	-2.9	11.9	1.6	-0.6	23.3	2.5	-4.5	2.7	-1.5
CC(=O)c1c(C)n(CCO)c2ccc(O)cc12	-5.9	12.1	5.9	4.2	-7.8	3.5	-1.5	1.7	3.7
O=C(COC(=O)[C@@H]1CC(O)CN1S(=O)(=O)c1ccccc1[N+](=O)[O-])Nc1ccc2ccccc2c1 (some centres undefined)	5.5	5.1	9.6	-2.5	4.8	1.5	-5.8	3.9	2.9
CCC(C)NC(=O)CN(c1cc(C)ccc1OC)S(C)(=O)=O (centres undefined)	1.7	4.7	2.0	0.4	4.1	-3.2	-3.9	-0.8	2.0
C=CCc1cccc2cc(C(=O)NNC(=O)CC#N)c(=O)oc12	7.7	2.5	11.6	-0.3	4.5	-2.1	-0.7	1.1	-3.0
O=C(NCCNc1ccccc1[N+](=O)[O-])c1cc(F)c(F)cc1Cl	-1.1	-0.3	0.9	0.0	0.9	1.9	0.9	5.1	-4.3
O=C(CCN1CCN(c2ccccc2)CC1)c1ccc(Br)cc1	-0.1	16.2	0.5	1.5	-3.4	14.7	-7.8	4.5	0.7
O=Cc1c(SCCO)nc2ccccn2c1=O	1.1	-6.5	10.8	4.8	0.8	-2.0	-6.5	-3.2	0.2
COc1ccc(-n2ccn(CC(=O)Nc3ccccc3OC)c(=O)c2=O)cc1	5.6	1.2	18.4	-4.5	0.3	4.1	2.7	-4.8	6.3
COc1cc(C2c3c(-c4cc(Cl)c(C)cc4O)n[nH]c3C(=O)N2Cc2cccnc2)ccc1O (centres undefined)	5.1	6.2	-5.0	-8.3	-7.8	2.6	9.2	11.5	-6.2
O=C(N/N=C1\CCCc2oc(C(=O)O)cc21)c1ccccc1	-2.4	8.2	-1.4	-0.6	1.3	3.4	-2.7	5.3	-2.8
CC(=O)NCCn1c(SCC(=O)c2ccc(Cl)cc2)nc2ccccc2c1=O	4.3	3.0	15.8	-2.6	4.8	11.5	-14.7	-1.9	-3.0
CN(C)CCNC(=O)Nc1cccc(Cl)c1Cl	1.0	-3.1	-2.3	-0.6	1.2	-1.4	3.5	-3.6	2.9
CCOc1ccc(NS(=O)(=O)c2cc(Cl)ccc2OC)cc1	-4.2	-7.3	1.7	-3.7	2.4	-0.1	0.4	5.1	1.5
COc1ccc(NC(=O)c2ccccc2[N+](=O)[O-])cc1OC	1.6	3.3	2.9	0.7	-0.8	-4.1	1.1	-0.8	0.3
Cc1ccc(NC(=S)N(CCCN2CCOCC2)Cc2ccco2)cc1	1.7	15.6	2.9	2.2	3.6	5.6	0.4	2.0	2.3
O=P(O)(CP(=O)(c1ccccc1)c1ccccc1)c1ccccc1	0.9	-2.6	-1.4	-1.4	-0.2	1.4	3.2	-1.9	-7.2
CSc1nc2sc3c(c2c2nncn12)CCC3	-8.0	-0.7	-0.7	-0.7	-15.5	0.5	-5.0	3.6	-1.1
CCOC(=O)c1ccc2ncc(C(=O)OCC)c(NCCN(C)C)c2c1	-4.3	6.7	-5.9	-3.6	3.1	5.2	-1.0	-1.6	1.4
O=C(CCc1ccccc1)Nc1ccc(NC(=O)C2CCCCC2)nc1	1.6	3.1	4.4	-3.0	-3.0	-1.8	3.9	3.4	-4.6
Oc1c(Br)cc(Br)cc1/C=N/NC(=S)N[C@H]1CC2C=CC1C2 (some centres undefined)	18.4*	20.8	-11.1	-0.6	56.9*	14.7	25.6	46.0*	-2.5
CCOc1ccccc1CN1CCN(Cc2ccc(C)o2)C(CCO)C1 (centres undefined)	6.9	2.0	4.1	0.0	-2.8	0.2	0.8	2.2	-1.8
CC1(C)Cc2c(C#N)c(SCC(=O)c3ccccc3)nc(N3CCOCC3)c2CO1	-2.2	-7.3	2.3	0.2	7.0	-2.3	-4.1	1.5	2.8
O=C(NCc1ccco1)c1cc(-c2cccs2)nc2ccccc12	-2.3	-2.3	-8.0	-0.7	1.7	7.8	-7.1	6.3	2.8
CCC(NC(=O)c1ccncc1)c1ccccc1 (centres undefined)	4.6	9.2	-6.1	0.4	7.0	3.6	6.2	7.2	5.0
COCCOC(=O)C1=C(C)NC(=O)NC1c1c(F)cccc1Cl (centres undefined)	-2.3	4.1	6.8	-2.6	4.9	-1.6	-1.8	3.8	0.5
COc1ccc(NC(=O)COC(=O)Cc2c[nH]c3ccccc23)cc1OC	-0.9	3.8	4.8	-0.2	0.5	0.1	-6.4	3.1	-4.0
O=C(COC(=O)/C=C/c1ccc(F)cc1)NCc1cccs1	/	5.3	/	-0.3	61.7*	2.3	4.4	5.5	2.7
Cc1cccc(-n2ncc3c(NCCCn4ccnc4)ncnc32)c1	-0.4	13.1	1.6	0.1	7.3	-5.3	-1.2	-1.6	-0.3
COc1ccc(C(=O)NCc2ccon2)cc1OC1CCN(C(C)C)CC1	-3.9	-2.2	-6.6	-0.8	2.1	-0.9	-9.8	-1.4	1.2

Further compounds follow.
SMILES	Fam108B counter	PAFAH1B3 FP inh	GSTO1 counter	LYPLA1 inh	PAFAH2 inh	PAFAH1B2 inh	PME-1 primary	pPAFAH FP inh	PAD4 inh
Cc1ccccc1-c1nc(CS(=O)(=O)CC(=O)NCc2ccccc2)c(C)o1	-1.3	-0.8	6.8	-1.3	-6.7	3.3	-4.7	6.5	-3.9
COc1ccc2cnn(-c3ccccc3)c(=O)c2c1OC	2.1	-1.6	3.0	1.0	-3.7	3.5	1.0	0.4	0.2
CCOC(=O)CS(=O)(=O)c1ccc2ccccc2c1	0.3	2.5	-1.4	5.5	-5.0	11.6	-2.8	4.5	-4.1
O=C(c1ccc(CN2CCc3ccccc3C2)cc1)N1CCCCC1	1.4	7.9	9.2	2.6	5.3	0.3	1.1	3.3	-0.1
O=C(NCCNc1ccc([N+](=O)[O-])cc1)c1ccco1	-2.4	3.4	-0.4	-1.7	8.4	5.3	-0.4	1.5	-5.8
CCOC(=O)Cc1csc(NC(=S)NC(=O)c2ccccc2Br)n1	1.1	6.8	-10.6	2.2	3.0	-5.0	2.4	2.6	5.8

Screens from PubChem.

This is a subset; rates above refer to the full screens.
